High-throughput results as filed in PubChem.
EP2 mod: modulators of human EP2 prostaglandin E2 receptor. EP2-expressing cells, cAMP HTRF FRET, PGE2 co-stimulation. 260,000 tested, 0.83% active. induction, % at 25 µM;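 active = compounds whose cAMP rise, as percent of the full-agonist control response, exceeds 60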;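 note: rat C6 glioma line stably carrying human EP2 under a CMV promoter; the protocol text gives 20 µM as final concentration; 100% = response of wells given 1 µM PGE2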
NPY1 pot ag: human NPY-Y1 potentiation or agonism, primary screen | P25929 | NPY-Y1 expressing cells, potentiator/agonist activation | activation, % at 3.6 µM | 220,000 tested, 0.37% active; in the data active = activation above about 33%, passing the limit was not always enough;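 note: cells stimulated with NPY at EC10 then isoproterenol at EC100; 0% = low agonist plus stimulus and 100% = saturating agonist plus stimulus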
Target sequence (P25929 whole entry, looked up): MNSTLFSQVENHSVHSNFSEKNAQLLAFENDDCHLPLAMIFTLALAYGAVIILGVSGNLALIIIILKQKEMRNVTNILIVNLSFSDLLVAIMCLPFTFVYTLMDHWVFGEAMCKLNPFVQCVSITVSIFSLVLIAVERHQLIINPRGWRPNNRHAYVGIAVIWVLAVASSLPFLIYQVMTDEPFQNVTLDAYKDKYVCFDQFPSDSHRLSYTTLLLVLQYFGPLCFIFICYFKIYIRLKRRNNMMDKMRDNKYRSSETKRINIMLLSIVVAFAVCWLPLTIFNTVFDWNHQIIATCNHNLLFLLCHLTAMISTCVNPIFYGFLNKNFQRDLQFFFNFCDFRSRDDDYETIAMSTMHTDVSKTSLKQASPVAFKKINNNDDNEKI
NPY Y1 blocker: NPY-Y1 (human) receptor antagonism | HEK293-CNG Y1 cells, membrane potential fluorescence; NPY at EC95, then isoproterenol | P25929 | 200,000 tested, 1% active | AID 1040 | inhibition, % at 3.6 µM;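 active = inhibition above the campaign mean inhibition of all tested compounds plus 3 SD, cut at about 20% in these data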;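 note: 0% = DMSO wells given NPY plus isoproterenol and 100% = isoproterenol alone without NPY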
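Test system – HEK293 Y1/CNG channel cell line · Also added – NPY agonist 25 nM, then isoproterenol 1 µM plus Ro 20-1724 25 µM · Compound dosing – one concentration, 3.6 µM, in 0.4% DMSO · Schedule – compound incubation 1 h at room temperature, readout 45 min post-stimulation · Technique – fluorescence, membrane potential probe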
NPY2 pot ag: human NPY-Y2 potentiation or agonism, primary screen; activation, % at 3.6 µM; P49146; cells expressing NPY-Y2, potentiator/agonist read-out; 220,000 tested, 0.45% active; in the data active = activation above about 27%;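 note: cells stimulated with NPY near EC25 plus isoproterenol at EC100; 0% = vehicle plus submaximal agonist and 100% = vehicle plus saturating agonist; some results beyond the cut were filed as inactive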
Target sequence (P49146 whole entry, looked up): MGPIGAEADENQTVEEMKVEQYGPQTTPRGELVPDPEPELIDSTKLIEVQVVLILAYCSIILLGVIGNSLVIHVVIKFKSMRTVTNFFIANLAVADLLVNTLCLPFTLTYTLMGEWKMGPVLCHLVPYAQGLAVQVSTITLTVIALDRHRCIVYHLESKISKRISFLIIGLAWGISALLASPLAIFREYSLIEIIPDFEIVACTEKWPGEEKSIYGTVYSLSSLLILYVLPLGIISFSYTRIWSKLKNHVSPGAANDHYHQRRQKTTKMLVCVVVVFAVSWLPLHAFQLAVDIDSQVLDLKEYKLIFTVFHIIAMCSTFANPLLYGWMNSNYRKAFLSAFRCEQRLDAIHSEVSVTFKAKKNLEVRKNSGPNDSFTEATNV
TRPML3 ag: agonists of human TRPML3 channel. Q8TDD5. HEK293 TRPML3-YFP, Fluo-8 calcium fluorescence; 100% = the carbachol control signal. activation, % at 3 µM. 220,000 tested, 0.29% active. AID 1448;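 active = activation above its plate's cutoff, the mean activation of the plate's test wells plus 3 SD, cut at about 12% in these data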;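 note: 0% = DMSO only wells and 100% = carbachol wells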
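Material: TRPML3-YFP stable HEK293 cells | Dosing: One concentration, 3 µM nominal, 0.3% DMSO | Timing: 125 s total fluorescence read per well | Technique: Fluo-8 calcium dye fluorescence, ex 470-495, em 515-575 nm | Measure: Percent activation from peak-to-basal fluorescence ratio, scaled between DMSO and carbachol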
S1P4 agonist: human S1P4 receptor agonism | S1P4-expressing cell line, agonist reporter assay | O95977 | activation, % at 4.98 µM | 220,000 tested, 0.35% active; in the data active = activation above about 11%;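 note: 0% = DMSO vehicle and 100% = reference agonist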
CHOP inh: blocks CHOP induction under ER stress; inhibition, % at 10 µM; 220,000 tested, 3.8% active; AID 2732; CHO-K1 CHOP-promoter luciferase, tunicamycin-induced, 15-18 h;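 active = compounds that reduced the stress-induced luciferase reporter signal by more than about 70% of percent inhibition, limit read from the data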;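 note: 0% = tunicamycin plus vehicle and 100% = wells without tunicamycin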
S1P4 antag: human S1P4 receptor antagonism; O95977; S1P4-expressing cells, antagonist mode, reporter read-out; inhibition, % at 4.98 µM; 220,000 tested, 0.26% active; in the data active = inhibition above about 29%;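 note: 0% = wells stimulated with agonist and 100% = vehicle wells without agonist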
zfTRPN1 agonist: agonists of zebrafish TRPN1 channel. HEK293 zebrafish TRPN1-YFP, Fluo-8 calcium fluorescence; 100% = response to 87 µM carbachol. activation, % at 3 µM. 220,000 tested, 0.18% active;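 active = activation above its plate's cutoff, the mean activation of test wells on that plate plus 3 SD, cut at about 19% in these data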;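 note: 0% = DMSO alone and 100% = 87 µM carbachol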
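Material: zebrafish TRPN1-YFP in HEK293 cells. Doses: one dose of 3 µM, 0.3% DMSO. Incubation: dye 1 h 37 °C plus 30 min RT. Measured by: intracellular calcium fluorescence with Fluo-8.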
* marks the source's active call; other numbers are inactive results; . = no result given; & = joins results of further samples.

SMILES	EP2 mod	NPY1 pot ag	NPY Y1 blocker	NPY2 pot ag	TRPML3 ag	S1P4 agonist	CHOP inh	S1P4 antag	zfTRPN1 agonist
COc1ccc(CCCC(=O)N/N=C/c2cccc(OC)c2O)cc1C	-85	-31	4	8	0.0	0.0	45	-7	0.8
O=C(CN1CCN(Cc2ccc(F)cc2Cl)C1=O)NCc1cccs1	1	2	6	2	-0.1	0.2	6	-4	0.0
O=C(NCCSc1ccc(Cl)cc1)c1ccc(CN2CCOCC2)cc1	-63	13	-6	9	4.3	3.8	-7	-13	7.1
CN1CCN(NC(=O)Nc2cccc(Cl)c2Cl)CC1	-10	-2	-1	-9	1.8	0.0	-4	3	0.5
Cc1cccc(NC2=C(Cl)C(=O)OC2NC(=O)c2ccccc2)c1 (stereo not given)	-3	-2	0	-3	-0.6	0.3	-29	-12	-0.6
COc1ccc(-c2nnc(NC(=O)CSc3ccc(C)cc3)s2)cc1OC	-14	22	-6	-10	0.4	0.8	-1	-3	0.9
COc1ccc(C(=O)Nc2ccc(S(=O)(=O)N3CCCCC3C)cc2)c(OC)c1OC (stereo not given)	9	-13	7	-6	70*	-1.2	58	3	1.3
O=C(O)CSC(=S)N1CCCC1	27	-6	.	-21	0.5	0.5	15	-8	0.4
OCCN1CCN(CC#CCC(c2ccccc2)c2ccccc2)CC1	-34	-9	.	-24	0.7	-0.6	4	-9	2.2
O=S1(=O)NC(=NCCOCCO)c2ccccc21	-12	-6	-1	-10	1.5	-1.5	12	4	0.2
C=CCn1cc(C(=O)NCCCOC)c(=O)c2cc(S(=O)(=O)N(CC)CC)ccc21	0	-25	6	-10	0.5	-1.1	9	0	0.8
COC(=O)C(NC(C)=O)(Nc1ccc(Br)cc1)C(=O)OC	-1	12	6	5	0.9	1.5	3	-19	0.0
O=C(Nc1ccc2c(c1)OCO2)N1CCN(c2ccc(F)cc2)CC1	-11	10	4	-5	1.4	0.7	78*	12	2.4
COc1ccc(CCN2C(=O)N(c3ccc(OC)cc3)C(=O)C2CC(=O)Nc2ccc(OC)cc2)cc1 (stereo not given)	18	1	.	10	0.0	-0.8	-33	-2	0.9
Cc1ccc(C(=O)Nc2ccc(N3CCN(S(C)(=O)=O)CC3)cc2)cc1C	0&6	-6	-4	-8	0.6	0.4	16	-5	2.0
COc1ccc(NC(=O)CSc2nnc3n2CCCCC3)cc1	24	15	6	-14	0.5	1.9	27	15	0.3
O=C(NC(=S)Nc1ccc(Cl)cn1)C(c1ccccc1)c1ccccc1	5	-9	1	-3	0.6	-0.8	-31	-23	0.5
Cc1cc(NC(=O)CSc2nc(C(C)C)nc3sc(C)c(C)c23)no1	25	2	12	6	0.2	-3.5	85*	-3	0.3
Cc1c(NC(=O)CCC(=O)N2CCOCC2)c(=O)n(-c2ccccc2)n1C	-25&14	-3	6	6	0.2	0.9	35	-11	-0.3
CCc1nc2ccccc2n(CC)c1=O	22	-3	-1	-7	1.2	0.3	-20	-17	0.5
CCN1CCN(c2nc3c(c(=O)n(C)c(=O)n3C)n2CCSc2ncccn2)CC1	-9	1	-4	2	-0.3	0.3	-19	6	-0.6
Cc1ccc2c(c1)Oc1ccc(NC(=O)CCl)cc1C(=O)N2	-61	18	2	23	-0.3	-1.0	107*	2	0.5
CN(C)c1ccc(/C=N/NC(=O)CCCO)cc1	28	11	2	9	1.1	-0.2	-18	-14	1.8
Cc1ccc2nc(N/C(N)=N/S(=O)(=O)c3ccc([N+](=O)[O-])cc3)nc(C)c2c1	-7	-1	-1	9	0.2	0.4	28	-16	-0.2
Cc1nn(C)c(C)c1CN(Cc1nc(CCC(C)C)no1)C(C)C	-34	-5	4	22	4.1	-1.5	68	-4	10
COc1ccc(S(=O)(=O)N2CCOCC2)cc1C(=O)Nc1nc2ccccc2s1	44	-21	-3	3	1.9	1.3	15	-9	2.3
CC1CN(C(=S)NC(=O)C2CCCCC2)CC(C)O1 (stereo not given)	-19	-6	3	0	0.6	-0.3	-1	-15	-1.5
COc1ccc(Nc2nc(-c3cccs3)nc3ccccc23)c(OC)c1	37	-31	-1	9	0.3	0.0	11	-4	-0.8
CSc1ccc(CN(C)CC(=O)Nc2ccc(NC(C)=O)cc2)cc1	-85	14	7	9	1.3	0.7	-10	-34	0.3
CCCCn1ccnc1C(=O)c1cccc(S(=O)(=O)N2c3ccccc3CC2C)c1 (stereo not given)	35	7	-2	-15	1.7	2.6	68	-18	0.2
COc1ccccc1CN(Cc1ccco1)S(=O)(=O)c1ccc(-n2cnnn2)c(OC)c1	18	4	5	-24	-0.3	-0.4	55	-4	-0.3
COCCNC(=O)CCc1nnc(Cc2ccc(-c3ccccc3)cc2)o1	-24	-5	2	-3	0.4	0.2	11	-8	-1.0
CCCCCCC1CCC(C(=O)NC(CCSC)C(=O)NC(C(=O)OC)C(C)C)CC1 (stereo not given)	-1	-37	2	-1	0.0	1.1	43	-3	0.9
CC(=O)Nc1ccc(Sc2ncnc3scc(-c4ccccc4)c23)cc1	26	-7	3	6	0.7	2.5	46	-11	0.1
CCCc1cc(=O)[nH]c(SCCOC(=O)c2ccccc2)n1	19	-4	9	6	-0.2	-0.6	3	9	-1.3
CN1CCN(C(=S)NC(=O)c2ccc(-c3ccccc3)cc2)CC1	-3	1	-6	-16	0.3	-1.2	-13	10	0.0
COc1ccc(C)cc1S(=O)(=O)Nc1ccncc1	-27&1	3	1	-5	1.0	2.6	17	14	0.3
Cc1ccc(N2C(=O)[C@@H]3[C@H](C2=O)C2c4ccccc4C=CN2[C@@H]3C(=O)c2ccco2)cc1 (stereo not given in full)	23	-5	-5	1	0.1	1.8	3	-3	0.7
Cc1c(C(=O)/C=C/N(C)C)nnn1-c1ccc(F)c(Cl)c1	-6	-5	.	-3	0.7	1.8	40	-5	-0.6
CCO[C@H]1OC(C(=O)NCc2ccccc2)=C[C@@H](c2ccc(C(F)(F)F)cc2)[C@@H]1CCCO	10	37*	-8	11	2.2	-1.2	4	14	4.4
COc1cc(NC(=O)COC(=O)CSc2cc(C)ccc2C)c(C)cc1[N+](=O)[O-]	23	-10	-2	7	0.4	-0.7	24	14	0.5
COC(=O)c1cc(NC(=O)/C=C/c2ccccc2)ccc1O	-34	19	6	-6	-0.9	1.5	41	-27	-2.2
COc1cc(CNCCN(C)C)ccc1OCc1c(F)cccc1Cl	1	-29	9	-15	0.2	2.8	-13	-4	1.2
COc1cccc(NC(=S)/C(=C(\[O-])c2ccc(C)c([N+](=O)[O-])c2)[n+]2ccccc2)c1	8	-19	5	-28	0.6	-3.3	-7	-8	-0.6
COc1ccc(-c2cc(C(F)(F)F)c(C#N)c(SCC(=O)Nc3nc(C)co3)n2)cc1	5	7	5	4	-0.1	-0.2	21	-3	0.1
CC(/C=N/Nc1nc(C)cc(=O)[nH]1)=C\c1ccccc1	-47	12	3	9	0.6	2.2	17	-20	-0.1
CN(C)c1ccc(C(=O)N2CC(=O)N(CCc3ccccc3)C(=O)C2)cc1	-26	-18	16	3	0.2	-2.0	7	2	-0.7
Fc1ccc(CSc2nnc3ccc(-c4ccncc4)nn23)cc1	17	-8	9	3	0.4	1.6	14	-11	0.3
O=C(CCCN1C(=O)c2ccccc2C1=O)N1CCN(c2ccccn2)CC1	-15	5	1	3	0.3	1.0	-7	-21	-0.4
COc1cc(/C=N\NC(=O)c2ccc(Cn3nc([N+](=O)[O-])c(Cl)c3C)o2)ccc1O	-37	-22	-4	-13	2.9	-1.7	-18	12	4.3
COc1cc(CNCc2cccs2)ccc1OCC(=O)NC(C)(C)C	-4	-19	-1	-14	0.4	-1.0	33	1	1.0
CCn1c(COc2ccc3c(c2)CCCC3)nnc1SCC(=O)Nc1ccc(C(=O)OC)cc1	17	-26	1	-5	0.1	-1.7	-4	5	-1.1

Already shown: an excerpt of the list.
SMILES	EP2 mod	NPY1 pot ag	NPY Y1 blocker	NPY2 pot ag	TRPML3 ag	S1P4 agonist	CHOP inh	S1P4 antag	zfTRPN1 agonist
COc1ccc(CCCC(=O)N/N=C/c2cccc(OC)c2O)cc1C	-85	-31	4	8	0.0	0.0	45	-7	0.8
O=C(CN1CCN(Cc2ccc(F)cc2Cl)C1=O)NCc1cccs1	1	2	6	2	-0.1	0.2	6	-4	0.0
O=C(NCCSc1ccc(Cl)cc1)c1ccc(CN2CCOCC2)cc1	-63	13	-6	9	4.3	3.8	-7	-13	7.1
CN1CCN(NC(=O)Nc2cccc(Cl)c2Cl)CC1	-10	-2	-1	-9	1.8	0.0	-4	3	0.5
Cc1cccc(NC2=C(Cl)C(=O)OC2NC(=O)c2ccccc2)c1 (stereo not given)	-3	-2	0	-3	-0.6	0.3	-29	-12	-0.6
COc1ccc(-c2nnc(NC(=O)CSc3ccc(C)cc3)s2)cc1OC	-14	22	-6	-10	0.4	0.8	-1	-3	0.9
COc1ccc(C(=O)Nc2ccc(S(=O)(=O)N3CCCCC3C)cc2)c(OC)c1OC (stereo not given)	9	-13	7	-6	70*	-1.2	58	3	1.3
O=C(O)CSC(=S)N1CCCC1	27	-6	.	-21	0.5	0.5	15	-8	0.4
OCCN1CCN(CC#CCC(c2ccccc2)c2ccccc2)CC1	-34	-9	.	-24	0.7	-0.6	4	-9	2.2
O=S1(=O)NC(=NCCOCCO)c2ccccc21	-12	-6	-1	-10	1.5	-1.5	12	4	0.2
C=CCn1cc(C(=O)NCCCOC)c(=O)c2cc(S(=O)(=O)N(CC)CC)ccc21	0	-25	6	-10	0.5	-1.1	9	0	0.8
COC(=O)C(NC(C)=O)(Nc1ccc(Br)cc1)C(=O)OC	-1	12	6	5	0.9	1.5	3	-19	0.0
O=C(Nc1ccc2c(c1)OCO2)N1CCN(c2ccc(F)cc2)CC1	-11	10	4	-5	1.4	0.7	78*	12	2.4
COc1ccc(CCN2C(=O)N(c3ccc(OC)cc3)C(=O)C2CC(=O)Nc2ccc(OC)cc2)cc1 (stereo not given)	18	1	.	10	0.0	-0.8	-33	-2	0.9
